Bioassay records as filed in PubChem BioAssay.
RAD54 branch: RAD54 (human) branch migration inhibition. Q92698. RAD54 Holliday junction branch migration, FAM/BHQ fluorescence. inhibition, % at 10.4 µM. 0.14% of 360,000 active. AID 602329;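 active means mean normalized replicate activity at least 40 and at least half of replicates scoring 40 or more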;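 further: 0% = median of neutral control wells and 100% = median of positive control wells; inhibitors cause a drop in the FAM fluorescence signal; in these data hits start at about 50%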
Target sequence (Q92698 whole entry, looked up): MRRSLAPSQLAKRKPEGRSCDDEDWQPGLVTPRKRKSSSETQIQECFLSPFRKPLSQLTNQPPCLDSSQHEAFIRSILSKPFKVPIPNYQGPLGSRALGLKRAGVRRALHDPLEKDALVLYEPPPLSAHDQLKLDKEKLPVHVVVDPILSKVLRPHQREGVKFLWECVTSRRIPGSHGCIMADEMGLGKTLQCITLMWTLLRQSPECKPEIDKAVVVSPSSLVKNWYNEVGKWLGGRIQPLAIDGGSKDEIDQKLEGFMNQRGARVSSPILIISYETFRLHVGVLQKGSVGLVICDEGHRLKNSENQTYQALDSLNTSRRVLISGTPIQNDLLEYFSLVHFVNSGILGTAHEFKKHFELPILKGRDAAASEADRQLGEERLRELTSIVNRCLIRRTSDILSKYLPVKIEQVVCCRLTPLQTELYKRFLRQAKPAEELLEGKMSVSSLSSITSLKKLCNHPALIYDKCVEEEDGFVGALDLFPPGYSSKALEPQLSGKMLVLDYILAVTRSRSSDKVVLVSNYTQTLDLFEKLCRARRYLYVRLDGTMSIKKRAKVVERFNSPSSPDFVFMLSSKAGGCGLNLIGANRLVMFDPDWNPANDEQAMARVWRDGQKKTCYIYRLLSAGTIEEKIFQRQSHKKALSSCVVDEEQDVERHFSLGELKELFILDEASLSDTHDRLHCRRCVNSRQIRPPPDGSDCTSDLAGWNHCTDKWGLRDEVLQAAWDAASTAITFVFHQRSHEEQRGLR
FN deposit inh: fibronectin deposition inhibition. AH1F fibroblasts, Alexa488-fibronectin deposition fluorescence, overnight. inhibition, % at 12.6 µM. 0.086% of 350,000 active. AID 743247;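 active means mean inhibition across replicates of 30% or more, regardless of how many single replicates reach that level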;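 further: positive control wells lacked labelled fibronectin entirely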
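material = AH1F fibroblast monolayer depositing Alexa488-labelled fibronectin into matrix | amount = 10000 AH1F cells/well | buffer or medium = DMEM plus 2% serum, read in PBS | incubation = 1 h cell adhesion before compound, then overnight fibronectin incubation | detection = fluorescence at 485 nm excitation, 525 nm emission | evaluation = percent inhibition as loss of matrix-bound fibronectin fluorescence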
EWS-Fli block: EWS/Fli transcriptional activity inhibition; A673 NR0B1-luciferase reporter, viability-normalised; inhibition, % at 12.6 µM; 0.67% of 350,000 active;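 active means mean inhibition of at least 50% after viability correction, with every replicate also passing that limit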;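 further: firefly luciferase signal divided by Alamar Blue viability fluorescence both relative to DMSO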
RAD52 inh: RAD52 (human) annealing inhibition | P43351 | recombinant RAD52 DNA annealing, FRET fluorescence | inhibition, % at 18.7 µM | 0.46% of 360,000 active | AID 651710;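 active means every replicate showing at least 50% inhibition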
S100A4 inh HTS: blocks human S100A4 binding to myosin IIA peptide; 0.14% of 360,000 active; AID 652163; inhibition, % at 10.7 µM; S100A4/TAMRA-MyoIIA peptide fluorescence polarization; P26447;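 active means mean inhibition of at least 70% across replicates, with every replicate also reaching that level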
Target sequence (P26447 whole entry, looked up): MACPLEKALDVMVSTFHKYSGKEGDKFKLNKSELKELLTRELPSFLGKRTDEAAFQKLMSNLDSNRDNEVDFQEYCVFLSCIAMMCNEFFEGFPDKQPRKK
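Assay system: human S100A4 monomer with TAMRA-labelled myosin IIA peptide / Buffer or medium: Calcium-containing HEPES buffer, pH 7.2 / Reagent: TAMRA-labelled myosin IIA heavy-chain peptide probe, 5 nM / Compound: one dose per compound / Timing: polarization read 5 min after assay mix addition, stable 5–60 min / Benchmarks: neutral control DMSO, positive control TFP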
XiGFP reactiv: activators of X-chromosome reactivation in mouse fibroblasts. AID 743238. activation, % at 7.58 µM. XiGFP mouse fibroblasts, % GFP-positive cells imaging, 3 d; cells co-treated with 5-aza-dC sensitizer; scaled so ellipticine positive control = 100%. 0.055% of 360,000 active;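 active means mean normalized replicate activation at least 10% and every replicate at or above 10%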;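 further: 0% = median of on-plate neutral control wells and 100% = ellipticine 6 µM median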
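System: XiGFP fibroblasts, SV40-immortalized. Medium: DMEM plus 5-aza-dC sensitizer. Doses: single point. Timing: 3 d treatment, 15 min room-temperature fixation. Control set: ellipticine 6 µM.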
esBAF inh: SWI/SNF esBAF complex inhibition. 2% of 350,000 active. reporter increase, % at 12.5 µM. mouse ES cells, Bmi1-luciferase knock-in reporter, 24 h; 100% = twice the neutral-well signal; in the data active means activation above about 40%;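 further: 0% = median of the plate's neutral control wells and 100% = double that signal; a rise in the Bmi1 reporter signal indicates esBAF inhibition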
E-selectin induc: induces E-selectin expression in human endothelial cells. P16581. HUVEC E-selectin immunofluorescence imaging; normalized: neutral wells 0, TNF-alpha wells 100. activation, % at 7.58 µM. 0.37% of 260,000 active. AID 686992;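 active means mean E-selectin-positive cell signal at least 10% of the positive control, reached in at least 60% of replicates, without over 20% cell loss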;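 further: in these data hits start at about 27%; measured in HUVEC primary endothelial cells; signal is the percent of cells scored E-selectin positive by PE staining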
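System: HUVEC / Compound: single concentration / Signal: immunofluorescence imaging / Read-out: percent E-selectin-positive cells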
Starred values were filed as active, the others as inactive; i = inactive; . = no result given; & = joins results of further samples.

SMILES | RAD54 branch | FN deposit inh | EWS-Fli block | RAD52 inh | S100A4 inh HTS | XiGFP reactiv | esBAF inh | E-selectin induc
COc1ccc(CN(C)C[C@H]2Oc3c(NC(=O)Nc4ccc(F)cc4)cccc3C(=O)N([C@H](C)CO)C[C@H]2C)cc1 | 0.9 | . | 5.5 | 5.9 | -5.2 | -0.1 | -2.6 | -2.1
COc1cccc(-c2nn(-c3ccc(F)cc3)cc2C(=O)NCC2CCCO2)c1 (configuration not stated) | 4.9 | -2.1 | -6.6 | -7.2 | -3.4 | 0.0 | 6.4 | -0.7
NNC(=O)c1cc2nc(-c3cccs3)cc(C(F)(F)F)n2n1 | 4.8 | -2.3 | -1.9 | -12.5 | -4.9 | 0.2 | -5.8 | 0.0
COc1ccc(OC)c(C(=O)NC(CC(N)=O)c2ccc(N3CCN(c4ccccn4)CC3)c([N+](=O)[O-])c2)c1 (configuration not stated) | -0.4 | 3.4 | -0.6 | -3.4 | -3.1 | 0.3 | 1.6 | 0.1
O=C(CN1C(=O)NC(Cc2c[nH]c3ccccc23)C1=O)NCCc1ccc(F)cc1 (configuration not stated) | 0.8 | 2.2 | 16.2 | -8.5 | -1.5 | 0.2 | 4.6 | 0.0
Cc1nn(C(C)(C)C)c(C)c1/C=N/OC(=O)Nc1ccc(Cl)c(Cl)c1 | -6.2 | 0.3 | 9.1 | -15.1 | 0.4 | 0.0 | . | .
COc1ccc([N+](=O)[O-])cc1NCc1ccccc1 | 4.2 | 5.1 | -3.4 | -10.7 | -4.8 | -0.2 | 10.4 | -1.8
CC(C)COC(=O)CNc1n[nH]c(=S)[nH]c1=O | -5.5 | . | -9.0 | -14.3 | -4.0 | . | 7.4 | .
CCCc1nnc(NC(=O)CCC(=O)NC2CCCCCC2)s1 | . | -8.5 | -0.9 | -17.0 | -2.5 | 0.0 | . | .
COc1ccc(NC(=O)c2ccc(N3CCOCC3)nc2)cc1 | 4.4 | . | -12.8 | -11.1 | -2.3 | 0.0 | 2.0 | -0.5
CCCC(C)C(=O)Nc1ccc(S(=O)(=O)Nc2nccc(C)n2)cc1 (configuration not stated) | . | 2.0 | 1.7 | -7.6 | 6.2 | 0.0 | . | .
NCC[C@@H]1CC[C@H](NC(=O)Nc2ccc(F)cc2)[C@H](CO)O1 | 9.9 | 4.2&-13.2 | -1.1 | -0.2 | 1.8 | 0.0&0.5 | 3.0 | 0.6
CC(C)C[C@H](NC(=O)OC(C)(C)C)C(=O)NCC1CCC(C(=O)N[C@@H](Cc2ccccc2)C(=O)O)CC1 (some centres not stated) | -0.8 | 6.5 | 3.6 | -2.0 | -14.2 | 0.1 | 1.1 | .
Cc1ccc(-c2cnc3c(c2)C(=O)N([C@@H](C)CO)C[C@@H](C)[C@H](CN(C)CC2CCOCC2)O3)cc1 | 0.9 | . | -4.0 | 5.3 | -7.5 | 1.1 | -1.7 | 0.6
COC(=O)C1=C(C(=O)OC)[C@@H]2N(C)c3ccccc3[C@@]23C[C@@H](C(=O)OC)N(C(C)=O)C3=N1 | -5.0 | 4.3 | 1.8 | -23.2 | -5.6 | 0.0 | -6.5 | -0.1
Cc1cc(/C=N/NC(=O)C(O)(c2ccccc2)c2ccccc2)c(C)n1-c1ccc(C(=O)O)cc1 | . | 16.1 | 10.1 | -17.4 | -6.1 | 0.3 | . | .
COc1ccc(-n2c(-c3ccc(C(C)(C)C)cc3)n[nH]c2=S)c(OC)c1 | -0.4 | -1.8 | 18.5 | -6.4 | 0.9 | 0.0 | -1.3 | .
COc1cc(/C=N/Nc2ccc(Cl)c(C(=O)O)c2)ccc1OC(=O)c1ccco1 | 0.6 | -7.6 | -31.1 | -23.0 | -10.3 | 0.0 | 10.0 | 4.9
O=C(Nc1ccccc1)c1ccc(S(=O)(=O)N2CCCCC2)cc1 | 7.5 | 11.7 | -11.2 | -101.4 | -4.9 | -0.1 | 23.1 | 0.3
Cc1cc(Cl)ccc1OCCNC(=S)NC(=O)c1cccnc1 | -7.8 | . | -1.2 | 3.5 | -1.1 | -0.1 | . | -0.1
C[C@@H]1CN([C@H](C)CO)C(=O)c2cccc(NS(=O)(=O)c3ccc(Cl)cc3)c2O[C@H]1CN(C)S(=O)(=O)c1cn(C)cn1 | . | . | -0.8 | . | . | 1.1 | -6.4 | -0.7
O=C(NNc1nc2c(F)cccc2s1)C1=COCCO1 | 9.4 | 7.4 | 4.0 | -7.5 | -4.9 | 0.2 | -1.0 | 6.1
COc1ccc(CN(C)C[C@@H]2Oc3ccc(NS(=O)(=O)c4cccs4)cc3C(=O)N([C@H](C)CO)C[C@@H]2C)cc1 | . | -7.6 | -11.5 | 4.1 | 9.6 | -0.9 | -1.0 | -25.4
Cc1ccc(-c2csc(NC(=O)c3ccc(Br)cc3)c2C(=O)O)cc1 | . | 2.7 | i | -33.9 | 2.1 | 0.4 | 42.9 | 0.2
O=C(NCc1ccc(F)cc1)N1CCN(S(=O)(=O)c2ccccc2F)CC1 | -12.5 | -4.9 | 1.7 | -12.3 | -2.4 | 0.0 | -0.7 | 0.9

Next section
SMILES | RAD54 branch | FN deposit inh | EWS-Fli block | RAD52 inh | S100A4 inh HTS | XiGFP reactiv | esBAF inh | E-selectin induc
Cc1ccc(-n2c(=O)c3c4c(sc3n(Cc3cc(=O)n5ccccc5n3)c2=O)CCC4)cc1C | . | 3.1 | 3.0 | -17.4 | 2.4 | 0.0 | . | .
O=C1OCCN1C(=O)[C@H]1[C@H](c2ccc([N+](=O)[O-])cc2)C(c2ccccc2)=NN1c1ccc(Br)cc1 | 1.0 | . | -7.8 | -24.8 | 2.8 | 0.0 | 3.3 | 1.8
CCc1cccc(NS(=O)(=O)c2ccc3c(c2)n(C)c(=O)n3C)c1 | 3.2 | 2.2 | 25.5 | -11.0 | -0.1 | 0.0 | 9.8 | 0.1
COc1ccc(-c2cnc3c(NC=O)cc(-c4ccccc4OC)cn23)cc1OC | -4.1 | 12.0 | 58.4* | 14.5 | 18.9 | 0.4 | -9.8 | -0.1
CCc1ccc(-c2nc(SCC(=O)N(CC)C3CCS(=O)(=O)C3)n[nH]2)cc1 (configuration not stated) | . | 1.0 | -21.7 | -29.6 | -2.2 | 0.0 | 29.7 | 5.3
CCN(CC(=O)Nc1ccc(NC(C)=O)cc1)C(=O)CN1C(=O)C2CCCCC2C1=O (configuration not stated) | -9.7 | 3.1 | -11.5 | -12.7 | 1.5 | 1.3 | 3.7 | .
COc1ccc(CN2CCC(Oc3ccc(C(=O)N4CCCCC4)cc3)CC2)cc1C | -4.3 | -4.3 | . | -32.1 | -2.0 | -0.1 | 0.6 | -0.1
CCC(CC)C(=O)c1c[nH]c(C(=O)NCc2ccncc2)c1 | -2.0 | -6.8 | 2.9 | -6.0 | -3.7 | 0.1 | 1.9 | -0.1
Fc1ccccc1-c1[nH]ncc1-c1nnnn1-c1ccccc1 | -11.8 | 13.1 | -4.6 | -5.8 | 0.2 | 0.0 | . | -0.1
Cc1ccc(C)c(S(=O)(=O)N(C)Cc2cccs2)c1 | 5.6 | -1.8 | -1.6 | -3.7 | -0.9 | -0.1 | -2.4 | .
O=C(CC1SC(=Nc2ccccc2)N(CCO)C1=O)Nc1ccccc1 (configuration not stated) | . | 6.3 | -3.2 | -1.6 | -2.4 | 0.1 | . | .
C[C@@H]1CCCCO[C@@H](CN(C)Cc2ccccc2)[C@H](C)CN([C@H](C)CO)C(=O)c2cc(NC(=O)NC3CCCCC3)ccc2O1 | 2.0 | . | 1.4 | 13.2 | -1.2 | -0.4 | -1.7 | 0.5
CC(C)N(C(=O)[C@H]1CC(CC(=O)NCCN2CCOCC2)C(=O)N2CCc3c([nH]c4ccccc34)[C@]12C)C(C)C (some centres not stated) | -3.0 | 0.5 | 5.2 | -2.6 | -5.7 | -0.1 | -7.0 | 0.0
O=C(NCc1cccnc1)c1ccc(-c2cc(Cl)ccc2Cl)o1 | . | . | -4.7 | -69.4 | -5.6 | 0.1 | . | .
NS(=O)(=O)c1ccc(CNC(=O)c2cc(S(=O)(=O)N3CCOCC3)ccc2N2CCCC2)cc1 | -0.1 | -1.2 | -5.5 | -21.9 | -4.8 | 0.3 | -9.0 | -0.1
C[C@H](CO)N1C[C@H](C)[C@@H](CN(C)C(=O)C2CCCCC2)Oc2cc(C#C[C@@H](C)O)ccc2S1(=O)=O | -1.7 | . | -4.5 | 1.0 | 9.1 | -0.1 | -1.1 | .
CC(=O)C[C@H](O)CC(=O)[C@@H]1OC(=O)CCCCC/C=C/Cc2ccccc21 | -1.9 | -23.8 | -3.1 | 0.3 | 1.5 | 0.1 | -0.3 | 0.0
O=c1[nH]c(CN2CCN(c3ccccc3O)CC2)nc2scc(-c3ccccc3Cl)c12 | 4.5 | 9.6 | 14.9 | -28.9 | -9.4 | -0.1 | 1.2 | .
CCOC(=O)C(CC)n1cnc2c(nnn2-c2ccc(F)cc2)c1=O (configuration not stated) | -8.7 | 2.7 | -2.0 | -11.5 | 2.6 | 0.1 | 0.7 | .
C=CCn1cc(C(=O)OCC)c(=O)c2cc(F)c(F)cc21 | -7.4 | 2.4 | 6.4 | -12.3 | -1.9 | 0.0 | . | -2.0
COc1ccc2nc3cc(Cl)ccc3c(Nc3cc(C(C)C)c(O)cc3C)c2c1 | -3.8 | 11.1 | 4.5 | -5.9 | -0.3 | 0.0 | 8.9 | 0.3
CC1(C)COC(c2ccccc2Cl)OC1 | 1.5 | -3.2 | 0.3 | -2.6 | -0.9 | 0.4 | . | .
C[C@@H](c1ccccc1)N1C[C@@H](COCc2ccccc2)Oc2cc(N3CCC[C@@H]3CO)ccc2S1(=O)=O | . | . | -91.8 | -46.3 | -5.6 | 0.1 | . | 0.3
O=C(c1cccc(S(=O)(=O)N2CCc3ccccc32)c1)N1CCc2ccccc2C1 | -2.1 | -2.8 | 13.8 | -24.1 | -9.3 | 0.0 | -2.1 | 0.9
COCc1cc(C)nc(SCC(=O)NC2CCCCC2C)c1C#N (configuration not stated) | 2.3 | . | . | -30.2 | -2.0 | -0.1 | 5.7 | -0.8

Profiles from above.
`COc1ccc2nc3cc(Cl)ccc3c(Nc3cc(C(C)C)c(O)cc3C)c2c1` is entered as RAD54 branch: -3.8; FN deposit inh: 11.1; EWS-Fli block: 4.5; RAD52 inh: -5.9; S100A4 inh HTS: -0.3; XiGFP reactiv: 0.0; esBAF inh: 8.9; E-selectin induc: 0.3
`CCOC(=O)C(CC)n1cnc2c(nnn2-c2ccc(F)cc2)c1=O` (configuration not stated) is entered as RAD54 branch: -8.7; FN deposit inh: 2.7; EWS-Fli block: -2.0; RAD52 inh: -11.5; S100A4 inh HTS: 2.6; XiGFP reactiv: 0.1; esBAF inh: 0.7; E-selectin induc: .

Two entries from above in a different format:
Value order: RAD54 branch, FN deposit inh, EWS-Fli block, RAD52 inh, S100A4 inh HTS, XiGFP reactiv, esBAF inh, E-selectin induc
> CC1(C)COC(c2ccccc2Cl)OC1
  1.5, -3.2, 0.3, -2.6, -0.9, 0.4, ., .
> CCc1ccc(-c2nc(SCC(=O)N(CC)C3CCS(=O)(=O)C3)n[nH]2)cc1 (configuration not stated)
  ., 1.0, -21.7, -29.6, -2.2, 0.0, 29.7, 5.3
